From PubChem
RAD54 branch = inhibitors of human RAD54 branch migration, primary screen, biochemical, fluorescence, single point; 0.14% of 360,000 active; RAD54 Holliday junction branch migration, FAM/BHQ fluorescence; AID 602329, 2012; inhibition, % at 10.4 µM; DNA repair and recombination protein RAD54-like (Homo sapiens), Q92698;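 active = mean normalized replicate activity at least 40 and at least half of replicates scoring 40 or more; inconclusive = only one of the two criteria met; inactive = mean below 40 and under half of replicates reaching 40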;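 also: 0% = median of neutral control wells and 100% = median of positive control wells; inhibitors cause a drop in the FAM fluorescence signal; in these data hits start at about 50%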
XiGFP reactiv = activators of inactive X chromosome reactivation, primary screen, imaging, XiGFP fibroblasts, GFP high-content imaging, set 2. XiGFP mouse fibroblasts, % GFP-positive cells imaging, 3 d; cells co-treated with 5-aza-dC sensitizer; scaled so ellipticine positive control = 100%. 0.055% of 360,000 active. activation, % at 7.58 µM. AID 743238, 2013;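 active = mean normalized replicate activation at least 10% and every replicate at or above 10%; inconclusive = only one of the two criteria met; inactive = mean below 10% and not all replicates reach 10%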;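 also: 0% = median of on-plate neutral control wells and 100% = ellipticine 6 µM median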
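Material: XiGFP fibroblasts, SV40-immortalized; Buffer or medium: DMEM containing 5-aza-dC; Compound dosing: single point; Times: 3 days compound exposure.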
esBAF inh = Bmi1 luciferase reporter increase in mESCs, primary screen, esBAF inhibitor project, mouse ES cells, Bmi1 luciferase knock-in, single point; 24 h; 100% = twice the neutral-well signal; reporter increase, % at 12.5 µM; 2% of 350,000 active; in the data active = activation above about 40%; inconclusive = no clear call, values can overlap the other calls;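 also: 0% = median of the plate's neutral control wells and 100% = double that signal; a rise in the Bmi1 reporter signal indicates esBAF inhibition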
RAD52 anneal inh = RAD52 DNA annealing inhibitors, primary screen, biochemical, FRET, single point, set 2; DNA repair protein RAD52 homolog (Homo sapiens), P43351; recombinant RAD52 DNA annealing, FRET fluorescence; inhibition, % at 18.7 µM; 0.46% of 360,000 active; AID 651710, 2012;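 active = every replicate showing at least 50% inhibition; inconclusive = mean inhibition at least 50% but not in every replicate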
S100A4 inh HTS = inhibitors of S100A4-myosin IIA peptide binding, primary screen, biochemical, fluorescence polarization, TAMRA-MyoIIA peptide. 0.14% of 360,000 active. inhibition, % at 10.7 µM. AID 652163, 2013;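 active = mean inhibition of at least 70% across replicates, with every replicate also reaching that level; inconclusive = mean inhibition reaches 70% but some replicates fall short; inactive = mean inhibition below 70%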
Target sequence (P26447 whole entry, looked up): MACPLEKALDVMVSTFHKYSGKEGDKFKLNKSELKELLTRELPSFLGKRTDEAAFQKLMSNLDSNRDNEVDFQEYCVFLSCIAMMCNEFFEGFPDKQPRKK
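Material: S100A4 monomer protein | Medium: HEPES pH 7.2 with CaCl2, KCl, NaCl, DTT, Triton | Reagent: Labelled myosin peptide probe, 5 nM | Doses: One dose per compound | Times: 5 min incubation before reading | Benchmarks: Neutral control DMSO, positive control TFP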
EWS-Fli block = EWS/Fli-driven NR0B1 reporter inhibitors, primary screen, A673 cells, NR0B1 luciferase, luminescence, MLPCN library; viability-normalised; inhibition, % at 12.6 µM; 0.67% of 350,000 active; AID 651661, 2012;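 active = mean inhibition of at least 50% after viability correction, with every replicate also passing that limit; inconclusive = mean reaches 50% but only one of two replicates passes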;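 also: firefly luciferase signal divided by Alamar Blue viability fluorescence both relative to DMSO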
FN deposition inh = inhibitors of fibronectin matrix deposition, primary screen, AH1F cells, Alexa488-fibronectin fluorescence, plate reader; AH1F fibroblasts, overnight; inhibition, % at 12.6 µM; 0.086% of 350,000 active;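 active = mean inhibition across replicates of 30% or more, regardless of how many single replicates reach that level; inconclusive = mean under 30% yet at least half of replicates reach 30%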;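 also: positive control wells lacked labelled fibronectin entirely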
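material = AH1F fibroblast monolayer depositing Alexa488-labelled fibronectin into matrix | amount = 10000 AH1F cells/well | buffer or medium = DMEM plus 2% serum, read in PBS | incubation = 1 h cell adhesion before compound, then overnight fibronectin incubation | detection = fluorescence at 485 nm excitation, 525 nm emission | evaluation = percent inhibition as loss of matrix-bound fibronectin fluorescence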
E-sel inducer = E-selectin induction in HUVECs, primary screen, imaging, HUVEC, immunofluorescence imaging, single point; P16581; normalized: neutral wells 0, TNF-alpha wells 100; activation, % at 7.58 µM; 0.37% of 260,000 active; AID 686992, 2013;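 active = mean E-selectin-positive cell signal at least 10% of the positive control, reached in at least 60% of replicates, without over 20% cell loss; inconclusive = no rule given, readout overlaps actives, possibly toxicity-flagged; inactive = the rest, including those meeting only one limit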;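 also: in these data hits start at about 27%; measured in HUVEC primary endothelial cells; signal is the percent of cells scored E-selectin positive by PE staining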
Target sequence (P16581 whole entry, looked up): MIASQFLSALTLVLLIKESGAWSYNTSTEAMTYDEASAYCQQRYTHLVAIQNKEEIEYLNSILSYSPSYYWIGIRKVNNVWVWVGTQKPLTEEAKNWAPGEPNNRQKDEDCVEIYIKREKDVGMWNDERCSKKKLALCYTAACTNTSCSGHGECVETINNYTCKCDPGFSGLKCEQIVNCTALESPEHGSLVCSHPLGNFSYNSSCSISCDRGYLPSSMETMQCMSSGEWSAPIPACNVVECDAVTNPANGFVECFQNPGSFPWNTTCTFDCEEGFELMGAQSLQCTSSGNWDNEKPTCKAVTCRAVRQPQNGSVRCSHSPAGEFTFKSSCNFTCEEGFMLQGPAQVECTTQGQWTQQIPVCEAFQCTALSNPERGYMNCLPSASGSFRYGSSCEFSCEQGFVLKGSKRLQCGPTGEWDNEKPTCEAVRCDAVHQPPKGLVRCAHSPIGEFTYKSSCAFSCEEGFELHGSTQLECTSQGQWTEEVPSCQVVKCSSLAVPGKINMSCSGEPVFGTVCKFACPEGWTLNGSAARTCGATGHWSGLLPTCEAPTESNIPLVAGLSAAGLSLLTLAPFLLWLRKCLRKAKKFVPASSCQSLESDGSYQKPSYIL
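Read-out basis: % PE-positive cells; Test system: HUVEC primary endothelial cells; Technique: immunofluorescence imaging; Dosing: single-point compound dose.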
Starred values were filed as active, the others as inactive; u = inconclusive; x = no result given.

#	mol	RAD54 branch	XiGFP reactiv	esBAF inh	RAD52 anneal inh
1	c1ccc(-c2nnc(N3CCCC3)nc2-c2ccccc2)cc1	2	0.0	-5	-14
2	O=C(Nc1ccc(F)cc1)Nc1cccnc1	7	-0.1	10	-10
3	O=C(CCCOc1ccccc1)Nc1nc2ccccc2[nH]1	x	0.0	x	8
4	CC(=O)c1ccc(N2CCN(C(=O)C3CCCN(S(=O)(=O)c4c(C)[nH]c(=O)[nH]c4=O)C3)CC2)cc1 (stereo not given)	x	0.2	-1	-23
5	CC(C)OCCCn1c(SC(C)C(=O)NCC2CCCO2)nc2cc(Cl)ccc2c1=O (stereo not given)	x	0.1	4	-8
6	Cc1ccc(F)cc1NC(=O)CN1C(=O)NC(C)(c2ccc3c(c2)OCCO3)C1=O (stereo not given)	4	0.6	-8	-11
7	O=[N+]([O-])c1cccc(CN2CCC(Cc3ccccc3)CC2)c1	-1	0.1	0	-1
8	Cc1cc(C(=O)Nc2cccc3c2O[C@@H](CN(C)Cc2ccc(Cl)c(Cl)c2)[C@@H](C)CN([C@@H](C)CO)C3=O)n(C)n1	-11	-1.2	1	1
9	COc1ccc(S(=O)(=O)Nc2ccc3c(c2)[C@H]2C[C@H](CC(=O)O)O[C@@H](CO)[C@H]2O3)cc1	7	0.2	-1	-5
10	O=C(C1CCCN(Cc2nc(-c3cccs3)no2)C1)N1CCOCC1 (stereo not given)	-7	-0.1	-2	-17

#	S100A4 inh HTS	EWS-Fli block	FN deposition inh	E-sel inducer
1	-6	26	-20	x
2	-17	-13	1	-0.3
3	1	-72	3	0.5
4	-3	-1	0	x
5	-3	0	4	-0.2
6	-7	6	4	x
7	-2	9	0	x
8	5	4	15	-0.1
9	6	4	-6	-0.3
10	-2	12	4	x

Carrying on:
#	mol	RAD54 branch	XiGFP reactiv	esBAF inh	RAD52 anneal inh
11	O=C(O)c1cc2ccc3ccccc3c2[nH]1	x	x	-11	-13
12	CC(C)N1CCN(Cc2ccc(OC3CCCC3)cc2)CC1CCO (stereo not given)	4	0.0	-4	-12
13	O=C(Nc1cccc(F)c1)N1CC(=O)N2[C@H](CO)[C@@H](c3ccc(-c4cccc(F)c4)cc3)[C@H]2C1	x	0.3	x	0
14	O=C(NNc1ccccc1C(F)(F)F)c1cccs1	-2	0.1	-1	-3
15	C[C@@H]1CN([C@H](C)CO)C(=O)Cc2cc(NS(=O)(=O)c3cccs3)ccc2O[C@@H]1CN(C)Cc1ccc(C(=O)Nc2ccccc2N)cc1	x	0.1	x	-8
16	O=C(O)c1ccc(/C=C/c2ccc3cccc(O)c3n2)cc1	x	0.0	104*	-1
17	COc1ccc(C)cc1NC(=O)COC(=O)c1ccc2ccccc2n1	7	0.4	-8	-74
18	Cc1ccc2c(CN(C)Cc3cccc(F)c3)cc(=O)oc2c1C	3	-0.1	50*	-20
19	CSCC[C@H](NC(=O)CCCn1nnc2ccccc2c1=O)C(=O)O	x	-0.2	1	-16
20	CC(C)NC(=O)Nc1cccc2c1O[C@H](CN(C)C(=O)Nc1cccc3ccccc13)[C@@H](C)CN([C@H](C)CO)C2=O	8	-0.6	-4	10

#	S100A4 inh HTS	EWS-Fli block	FN deposition inh	E-sel inducer
11	-1	0	x	x
12	-2	6	-3	0.0
13	-3	8	-11	0.2
14	-5	-7	0	0.0
15	-1	x	x	u
16	-2	-86	-1	x
17	0	10	-20	x
18	-1	-88	3	-0.1
19	-5	-17	4	-0.5
20	3	12	x	-0.1

(cont.)
#	mol	RAD54 branch	XiGFP reactiv	esBAF inh	RAD52 anneal inh
21	CCSc1nnc(NC(=O)C2Cc3ccccc3CN2S(=O)(=O)CC)s1 (stereo not given)	x	-0.1	x	-24
22	NC(=O)CCn1c(C(=O)c2ccc(Cl)cc2)c2ccccc2[n+]1[O-]	-3	0.0	x	x
23	O=C(N/N=C/c1cn(-c2ccccc2)nc1-c1cc2ccccc2o1)c1c[nH]c2ccccc12	x	0.0	x	-9
24	O=C(NCc1ccc(F)cc1)C1CCN(C(=O)Nc2ccc(F)cc2)CC1	-10	0.0	3	-3
25	Cc1cccc(N2N=C(C(=O)O)CCC2=O)c1	7	0.5	1	-13
26	Cc1cc(=O)c(C(=O)O)nn1-c1ccc(Cl)cc1	4	-0.1	-4	-11
27	O=C(CC1Oc2ccccc2NC1=O)NCc1ccc(Cl)cc1 (stereo not given)	-1	1.2	-2	-10
28	CCOC(=O)c1cc(S(=O)(=O)N2CC(C)CC(C)C2)cn1C (stereo not given)	-1	0.2	4	-11
29	Cc1noc(C)c1NC(=O)N(C)C[C@H]1Oc2cc(C#CCC3CCCC3)ccc2S(=O)(=O)N([C@@H](C)CO)C[C@@H]1C	-3	-0.6	2	5
30	CC1CCN(CCCNS(=O)(=O)c2cc(Br)cc3c2N(C(=O)C2CC2)CC3)CC1	1	0.1	4	-8

#	S100A4 inh HTS	EWS-Fli block	FN deposition inh	E-sel inducer
21	-3	-10	3	-2.7
22	x	1	-5	0.6
23	-1	-71	0	x
24	1	1	6	x
25	7	5	13	x
26	-4	-5	-10	-0.3
27	0	-1	-2	x
28	-1	9	-7	x
29	-4	1	7	-0.3
30	-2	6	-6	x

Further results follow.
#	mol	RAD54 branch	XiGFP reactiv	esBAF inh	RAD52 anneal inh
31	Cc1c(F)cccc1NS(=O)(=O)c1ccc(OCCNS(C)(=O)=O)cc1	x	0.0	0	3
32	O=C(NCCN1CCC(n2c(=O)[nH]c3ccccc32)CC1)c1cccnc1Cl	x	0.1	x	-2
33	C[C@@H]1CN([C@H](C)CO)C(=O)Cc2cc(N(C)C)ccc2O[C@@H]1CN(C)Cc1ccc2c(c1)OCO2	x	-1.0	1	x
34	Cc1ccc(S(=O)(=O)N(C)C[C@@H]2Oc3ccc(NC(=O)NC(C)C)cc3C(=O)N([C@H](C)CO)C[C@H]2C)cc1	u	-1.1	4	7
35	CCOc1ccc(OCCC(=O)Nc2ccccc2C(=O)NC2CC2)cc1	-6	0.0	0	-17
36	COc1cc(C(=O)NCCC2=CCCCC2)ccc1OC1CCN(C(C)=O)CC1	4	0.3	1	-7
37	COc1ccc(N2CCN(C(=O)c3cccc(F)c3)CC2)c([N+](=O)[O-])c1	4	0.0	-5	-3
38	O=C(Nc1ccc2c(c1)OCCO2)C(c1ccncc1)n1c(=O)c(-c2cc3ccccc3[nH]2)nc2ccccc21 (stereo not given)	x	0.0	x	-25
39	Cc1ccc(Cl)cc1NC(=S)N(Cc1cccs1)C1CCCC1	-4	-0.1	4	-25
40	O=C(Cc1ccc(Cl)cc1)NCCc1ccc(F)cc1	-9	0.2	x	-13

#	S100A4 inh HTS	EWS-Fli block	FN deposition inh	E-sel inducer
31	5	-1	2	x
32	-6	-6	-9	0.0
33	x	-11	-7	0.1
34	-12	12	-13	0.2
35	-2	7	4	0.1
36	0	0	1	0.0
37	0	-3	-2	4.9
38	1	-94	6	0.1
39	-6	-5	-6	5.3
40	2	-3	1	0.0

The list goes on.
#	mol	RAD54 branch	XiGFP reactiv	esBAF inh	RAD52 anneal inh
41	C#CCn1c(=NC(=O)c2cccs2)sc2cccc(OC)c21	-1	-0.1	54*	-14
42	CCN(CC)S(=O)(=O)c1ccc(OC(C)C)c(NC(=O)c2c3c(nc4ccccc24)CCN(Cc2ccccc2)C3)c1	9	0.1	x	-76
43	Cc1ccc(S(=O)(=O)N(C)C[C@@H]2OCCCC[C@@H](C)Oc3ccc(NS(=O)(=O)c4ccc(Cl)cc4)cc3C(=O)N([C@H](C)CO)C[C@H]2C)cc1	-7	0.0	3	43
44	C=CC[C@@H](CC(=O)NCCO)C(=O)NC[C@@H](OC(=O)[C@H](CC=C)CC(=O)OC(C)(C)C)c1ccccc1	-11	0.0	-1	-3

#	S100A4 inh HTS	EWS-Fli block	FN deposition inh	E-sel inducer
41	13	-56	3	0.0
42	-11	8	-1	0.6
43	-46	-4	6	0.2
44	0	-1	-10	-0.2

Some of the entries above in another layout:
34: Cc1ccc(S(=O)(=O)N(C)C[C@@H]2Oc3ccc(NC(=O)NC(C)C)cc3C(=O)N([C@H](C)CO)C[C@H]2C)cc1
  RAD54 branch: u; XiGFP reactiv: -1.1; esBAF inh: 4; RAD52 anneal inh: 7; S100A4 inh HTS: -12; EWS-Fli block: 12; FN deposition inh: -13; E-sel inducer: 0.2

25: Cc1cccc(N2N=C(C(=O)O)CCC2=O)c1
  RAD54 branch: 7; XiGFP reactiv: 0.5; esBAF inh: 1; RAD52 anneal inh: -13; S100A4 inh HTS: 7; EWS-Fli block: 5; FN deposition inh: 13; E-sel inducer: x

3: O=C(CCCOc1ccccc1)Nc1nc2ccccc2[nH]1
  RAD54 branch: x; XiGFP reactiv: 0.0; esBAF inh: x; RAD52 anneal inh: 8; S100A4 inh HTS: 1; EWS-Fli block: -72; FN deposition inh: 3; E-sel inducer: 0.5

32: O=C(NCCN1CCC(n2c(=O)[nH]c3ccccc32)CC1)c1cccnc1Cl
  RAD54 branch: x; XiGFP reactiv: 0.1; esBAF inh: x; RAD52 anneal inh: -2; S100A4 inh HTS: -6; EWS-Fli block: -6; FN deposition inh: -9; E-sel inducer: 0.0
